Screens deposited in PubChem by National Center for Advancing Translational Sciences (NCATS).
MCF10A rerep = A quantitative high throughput screen for small molecules that induce DNA re-replication in MCF 10a normal breast cells; MCF 10A DNA re-replication, Hoechst nuclear intensity, 48 h; Potency, µM (titrated, usually from 46.1 µM), inactives show at the top dose activity, positive = re-replication, actives largely listed as activators; hit rate 2.9% among 350,000; AID 624296, 2012; also: potency is read from the fitted curve at half-maximal effect; % of control where 0% means no effect; nearly all actives have a fitted effect of over 50% in size
HepG2 tox = qHTS for Inhibitors of TGF-b: Cytotox Counterscreen; HepG2 CAGA-GFP viability, ATP luminescence, 18 h; Potency, µM (highest dose often 46.1 µM), inactives show top-dose activity change, negative = cytotoxicity, most hits filed as cytotoxic; hit rate 0.76% among 410,000; AID 588856, 2011; also: potency is read from the fitted curve at half-maximal effect; some results filed as inactive show a strong effect at the top dose
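HepG2 CAGA-GFP cells (1000/well, DMEM with 1% FBS) received compound, then TGF-beta at 500 pg/mL final, and were incubated 18 hours at 37 degrees C. Viability was read by CellTiter-Glo luminescence. Media-only wells were set as complete cell-killing and DMSO as no toxicity.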
Nrf2 activator = qHTS of Nrf2 Activators. Potency, µM (titrated, usually from 46.1 µM), without a hit: at the top dose activation, actives largely listed as activators. hit rate 0.31% among 410,000. AID 624171, 2012. AREc32 ARE-luciferase reporter (MCF7-derived line), luminescence, 24 h; also: potency is read from the fitted curve at half-maximal effect; % of control where 0% means no effect; nearly all actives have a fitted effect of over 65% in size
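AREc32 cells carrying an ARE-driven firefly luciferase reporter were seeded at 1000 cells/well in OPTI-MEM with 5% FBS, then exposed to compound for 24 hr at 37 deg C. Luminescence was read with Steady-Glo after 30 min at RT.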
IL-1B inflam inh = qHTS for Inhibitors of Inflammasome Signaling: IL-1-beta AlphaLISA Primary Screen. THP-1 LPS/ATP IL-1B secretion, AlphaLISA, 16 h; stronger effect = lower value. hit rate 4.7% among 360,000. activity change, % at 57.5 µM; in the data active = activity change below about -50%; inconclusive = mostly about -30% to -49%; also: % is scaled to controls: 0 for no effect and ±100 for the full control effect
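Secreted IL-1B measured by AlphaLISA bead assay after 16 h compound exposure of THP-1 cells; compounds (final up to 57.5 uM) added 1 h before LPS (250 ng/mL) and ATP (1.25 mM) stimulation; lower signal means less secretion.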
TGFb inhibitor = qHTS for Inhibitors of TGF-b | Potency, µM (doses to about 46.1 µM), without a hit: top-dose activity, negative = inhibition, hits mostly inhibitors | HepG2 CAGA-GFP TGF-b/SMAD3 reporter, GFP fluorescence, 18 h; TGF-beta stimulated, 500 pg/mL final | hit rate 1.2% among 410,000; also: potency is read from the fitted curve at half-maximal effect; % is scaled to controls: 0 for no effect and ±100 for the full control effect; nearly all actives have a fitted effect of over 65% in size
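Cell-based qHTS in HEPG2 carrying a CAGA-GFP Smad reporter; compounds added before 500 pg/mL final TGF-beta, 18 h incubation at 37 degrees C, GFP fluorescence quantified per cell by imaging cytometry.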
ATXN2 expr inh = Primary qHTS for Inhibitors of ATXN expression | HEK-293 ATXN2-luciferase reporter, luminescence, 24 h | Potency, µM (doses to about 57 µM), without a hit: at the highest dose activity change, negative = inhibition, hits mostly inhibitors | hit rate 0.72% among 360,000 | AID 1745845, 2022; also: potency is read from the fitted curve at half-maximal effect; % is scaled to controls: 0 for no effect and ±100 for the full control effect; nearly all actives have a fitted effect of over 55% in size
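qHTS (up to 57 uM final) was run with 24 h compound exposure of reporter cells at 37 °C. Each well was multiplexed: SteadyGlo luminescence measured ATXN2-luciferase expression after a fluorogenic Gly-Phe-AFC viability readout (25 uM final).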
Nrf2 block = Nrf2 qHTS screen for inhibitors; A549 ARE-Fluc reporter, luciferase luminescence, 18-24 h; Potency, µM (top dose mostly 46 µM), without a hit: at the highest dose activity change, negative = inhibition, hits mostly inhibitors; hit rate 2.1% among 360,000; also: potency is read from the fitted curve at half-maximal effect; % is scaled to controls: 0 for no effect and ±100 for the full control effect; nearly all actives have a fitted effect of over 60% in size
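In this cell-based qHTS, ARE-driven firefly luciferase in A549 cells reports Nrf2 activity; the luminescent signal after BugLite lysis is the measured value, with a prior CellTiter-Fluor read for cell health.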
A549 tox = Nrf2 qHTS screen for inhibitors: counterscreen for cytotoxicity; Potency, µM (series often up to 46 µM), for inactives: at the highest dose activity change, negative = cytotoxicity, most hits filed as inhibitors; A549 ARE-Fluc cells, CellTiter-Fluor viability, 18-24 h; hit rate 0.16% among 390,000; AID 504648, 2011; also: potency is read from the fitted curve at half-maximal effect; % is scaled to controls: 0 for no effect and ±100 for the full control effect
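A549 ARE-Fluc cells in 5% FBS OPTI-MEM, 5000 cells/well, rested 2 h then exposed to compounds in concentration-response for 18-24 h at 37 °C. Viability by CellTiter-Fluor fluorescence (Ex 405/Em 525) after 30 min; luciferase luminescence (BugLite, 15 min, RT) read afterwards.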
ATXN viability = Viability Counterscreen for Primary qHTS for Inhibitors of ATXN expression. hit rate 0.49% among 400,000. Potency, µM (titrated, usually from 56.7 µM), most hits filed as cytotoxic. S2 cells (HEK-293 line with an ATXN2-luciferase reporter) viability, CellTiter-Fluor protease fluorescence, 24 h; also: potency is read from the fitted curve at half-maximal effect; nearly all actives have a fitted effect of over 40% in size
The depositor's hits bear a star; i = inactive; ? = inconclusive; . = no result given; & = joins results of further samples; ! = a repeat was not active; [ ] = dose if it differs, or a comment. Unless noted, calls follow the shape of the dose curve; as a rule, active = well fitted curve in the direction sought with a large enough effect; inconclusive = small, poorly fitted or top-dose-only effect, or another doubt; inactive = no such curve, though single readings can be large; an effect the other way counts as inactive or inconclusive.

Molecule,HepG2 tox,IL-1B inflam inh,Nrf2 activator,Nrf2 block,ATXN viability,TGFb inhibitor,MCF10A rerep,ATXN2 expr inh,A549 tox
CCOC(=O)N1CCN(c2c(NCCN3CCN(Cc4ccccc4)CC3)c(=O)c2=O)CC1,1%,11,-1.1%,6%,i,14%,10%,5%,-4%
Cn1ncc2cc(NC(=S)NC(=O)c3ccccc3)ccc21,-8%,-5,3.5%,?,i,-11%,0%,37%[activator],?
Cc1ccccc1OCC(=O)Nc1ccccc1C(=O)OCc1cc(=O)n2c(C)csc2n1,-29%,.,-1.2%,.,.,-21%,.,.,14%
CCCCNC(=O)CCCCn1c(=S)[nH]c2c([nH]c3ccc(OC)cc32)c1=O,7%,17,0.3%,12%,?,0%,-1%,.,-1%
CC(=O)N1CCN(S(=O)(=O)c2cccc(C(=O)Nc3nc4ccccc4[nH]3)c2)CC1,-17%,-12,-0.3%,.,?,7%,-1%,0%,6%
Nc1ccn([C@@H]2O[C@H](C(=O)NCc3ccc4c(c3)OCO4)[C@@H](O)[C@H]2O)c(=O)n1,-35%,-18,-1.0%,.,i,-11%,.,8%,.
COc1ccc([C@H]2C[C@@H](n3cc(C4CC4)nn3)[C@H](O)CN2C(=O)C2CCCCC2)cc1,-18%,-8,-0.4%,.,i,5%,.,-4%,.
CCOC(=O)CN1C(=O)C2Cc3ccccc3CN2C1=S (stereo unspecified),-29%,-18,0.7%,?,i,?,-14%,1%,0%
CCCNC(=O)N1c2ccccc2Sc2ccccc21,7%,-1,-1.5%,-5%,?,3%,16%,-14%,-11%
O=c1oc(-c2ccccc2Cl)nc2ccsc12,0%,48,7.9%,21%,i,?,?,9%,0%
CC1CCN(c2csc3ccc(F)cc3c2=O)CC1,4%,.,4.6%,.,i,1%,.,12%,-13%
CCOC(=O)CC(C#N)c1cn(C)c2ccccc12 (stereo unspecified),-17%,26,1.9%,1%,i,6%,2%,-4%,?
O=C(CCNS(=O)(=O)c1ccc(Cl)cc1)OCC(=O)c1ccc[nH]1,-6%,-2,-0.6%,-3%,i,9%,1%,4%,-3%
CCOc1ccc(Cl)cc1Nc1nc(NCCO)nc(N2CCCC2)n1,-14%,.,0.5%,-19%,i,6%,-7%,-8%,-4%
O=C(c1ccccn1)N1CC=C(c2ccccc2)CC1,6%,0,-0.4%,9%,i,1%,14%,-8%,6%
CCN(CC)CCCNC(=O)CCc1ccccc1,-6%,14,0.0%,.,i,0%,2%,5%,5%
Cc1ccc(S(=O)(=O)N2CCCCC2)cc1C(=O)Nc1ccc2cn[nH]c2c1,-5%,7,4.2%,-30%,i,-12%,0%,-2%,-3%
COc1ccccc1NC(=O)CSc1nnc(C)n1CCc1ccccc1,-1%,-13,-0.5%,20%,i,-1%,-2%,-2%,-3%
COC(=O)CSc1nnc(CNC(=O)Cc2ccccc2)n1C,-29%,-8,2.2%,14%,i,-1%,13%,-10%,4%
Cc1ccc(NC(=S)N(CCCN2CCC(C)CC2)Cc2ccco2)cc1,-12%,-10,2.8%,2%,i,0%,12%,-19%,-4%
COC(=O)c1[nH]c2cccc(Cl)c2c1NC(=O)CN1CCCCC1C (stereo unspecified),-10%,-20,-0.2%,3%,i,-26%,9%,-1%,5%
COc1ccccc1CCc1nnc(CCC(=O)NCCOc2cccnc2)o1,7%,1,0.1%,?,i,-8%,-1%,21%,-1%
CCCCCC(=O)OC(CN1CCCCCC1)CN1CCCC1=O (stereo unspecified),31%,0,-0.9%,17%,i,5%,1%,.,12%
O=C(Cn1nnc(-c2ccccc2)n1)NNC(=O)c1ccco1,-45%,-1,-0.2%,-7%,i,-13%,-5%,-19%,-5%
O=C(c1ccc(Br)cc1)c1coc2ccc(O)cc12,-38%,.,3.9%,4%,i,?,-1%,92%[activator],5%
CCOC(=O)c1nnn(-c2nonc2N)c1COc1c(C=O)cccc1OC,-28%,13,1.8%,8%,i,-27%,8%,-3%,-7%
O=C(Nc1ccc(F)cc1)c1cc(-c2ccncc2)nc2c(Cl)cccc12,-16%,-11,5.0%,12%,i,2%,?,-30%,-2%
Cc1cccc(OC(C)C(=O)Nc2nccs2)c1 (stereo unspecified),-44%,-9,0.6%,7%,i,-11%,-3%,8%,15%
Fc1ccc(-c2cc3nc4c(c(N5CCOCC5)n3n2)CCCC4)cc1,-20%,?,-0.3%,?,i,?,11%,0%,-2%
CCOc1ccc(-c2cc3nc(C4CCN(C(=O)OC(C)(C)C)CC4)c(C(=O)Nc4ccc(C)cc4C)cn3n2)cc1,-2%,.,1.3%,?,?,-2%,.,11%,2%
COc1ccc(S(=O)(=O)NC(C)C(=O)Nc2ccc3c(c2)OCCO3)cc1OC (stereo unspecified),5%,26,-0.5%,5%,i,0%,?,40%[activator],-14%
CCC(C)(C)NC(=O)CN(Cc1ccc2c(c1)OCO2)C(=O)CCC(=O)Nc1cc(C)ccn1,6%,-1,0.2%,2%,i,2%,2%,4%,5%
O=C(Nc1ccccc1F)N(CCCN1CCOCC1)Cc1cc2cc3c(cc2[nH]c1=O)OCCO3,-34%,?,2.6%,?,i,-4%,13%,-11%,-4%
CC1CCc2c(sc(NC(=O)c3noc4c3CCCC4)c2C(N)=O)C1 (stereo unspecified),-1%,-11,0.4%,?,i,5%,12%,44%[activator],2%
CNC(=O)CSc1nnc(-c2ccccn2)n1Cc1ccco1,-9%,4,-0.2%,7%,i,-16%,5%,6%,0%
CCOC(=O)N1CCC(NC(=O)Cn2ncc3ccccc32)CC1,3%,-25,0.3%,2%,i,10%,-22%,-4%,-1%
CSc1nc2ccccc2cc1/C=C(\C#N)c1ccc(Cl)cc1Cl,-11%,-21,-0.9%,.,i,?,?,-18%,13%
Cc1c(NC(=O)OCCNC(=O)COc2c(Cl)cccc2Cl)sc(=S)n1C,0%,-20,2.5%,1%,i,-5%,1%,1%,-1%
COc1ccccc1NC(=O)/C=C/C(N)=O,-109%,-100*,-2.8%,8%,.,13µM*,-7%,?,3%
CCCCCCn1c(/C=C/c2ccccc2)nc2ccccc21,-66%,.,8.2%,?,.,16µM*,.,.,10%
Cc1cc(C)cc(C(O)c2ncc(-c3ccc(C(F)(F)F)cc3)[nH]2)c1 (stereo unspecified),-61%,107,-0.7%[9.22 µM],.,?,?,.,?,.
Cc1ccc(NC(=O)CCC(=O)N2CCC(c3ccccc3)=N2)cc1S(=O)(=O)N1CCCCC1,-61%,24,-0.5%,-25%,?,?,18µM*,?,-8%
Cc1cccc(CSCCNC(=O)C2CCN(S(=O)(=O)Cc3ccccc3)CC2)c1,-28%,.,4.2%,17%,i,-12%,.,-2%,13%
Cc1ccc(CNC(=O)CCS(=O)(=O)c2cc3c(cc2Cl)NC(=O)CO3)cc1,-7%&-4%,-7,0.1%&0.3%,26µM*!,i,1%&0%,-2%,1%&12%,-7%&4%
CN(C)CCNC(=O)c1ccccc1-c1cc2ccccc2c(=O)o1,-5%,-3,0.1%,15%,i,1%,3%,11%,0%
COc1cc(OC)cc(-n2nnnc2SCC(=O)N2CCCc3ccccc32)c1,-4%,-11,-0.1%,1%,i,-3%,7%,9%,15%
CC(C)(C)c1ccc(C2(C)NC(=O)N(CC(=O)NC3CCS(=O)(=O)C3)C2=O)cc1 (stereo unspecified),-37%,-8,1.1%,11%,i,16%,3%,5%,3%
COc1ccc(-c2cc(C(=O)Oc3cccc(C)c3)c3ccccc3n2)cc1,-11%,.,-0.3%,-10%,i,-16%,.,-6%,0%
NC(=O)C(C(=O)/C=C/c1ccc(Cl)cc1)=C1SCCS1,-34%,-99*,7.9µM*,?,?,?,?,.,?
O=C(c1ccc(Br)cc1)N1CCC2(CC1)NCCc1[nH]cnc12,4%,8,-0.5%,12%,i,6%,-1%,0%,7%
CCN(CC)C(=O)Oc1ccc(Br)cc1C(=O)Nc1ccc(F)cc1F,-2%,-7,0.7%,-7%,i,-10%,6%,3%,4%
COc1ccc(OC)c(NC(=O)C2(C)CCN2C(=O)C2(c3ccccc3)CCCC2)c1 (stereo unspecified),-17%,2,-0.3%[9.22 µM],.,?,-12%,.,-14%,.
CN(C)S(=O)(=O)c1ccc(NC(=O)CN2CCc3ccccc32)cc1,-4%,23,0.0%,15%,i,0%,0%,.,-3%
Cc1ccc(Cl)cc1N1CCN(C(=O)CCSCc2ccccc2F)CC1,-44%,.,0.3%,.,.,?,.,.,9%
O=C(Oc1coc(CSc2ncccn2)cc1=O)c1ccccc1[N+](=O)[O-],-3%,0,2.1%,5%,?,-16%,1%,.,-5%
